Bioassay records: PubChem BioAssay, National Center for Advancing Translational Sciences (NCATS)
ELG1 genotoxic: qHTS screen for small molecules that induce genotoxicity in human embryonic kidney (HEK293T) cells expressing luciferase-tagged ELG1; HEK293T ELG1-luciferase reporter, luminescence, 16 h; Potency, µM (doses to about 46 µM), for inactives: at the top dose activity change, positive = activation, hits mostly activators; 1.3% of 330,000 active; AID 504466, 2011; note: potency is the fitted concentration of half-maximal effect; % of control where 0% means no effect; nearly all actives have a fitted effect of over 60% in size
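Quantitative HTS format in 1536-well plates. HEK293T ELG1-luciferase reporter cells receive test compound and are incubated 16 hr at 37 °C, 5% CO2; ONE-Glo added, 30 min room temperature, then luminescence read.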
TRPV1 agonist: HTS Assay for Compounds that Act as Agonists of the Vanilloid Receptor 1; Transient receptor potential cation channel subfamily V member 1 (Homo sapiens), Q8NER1; TRPV1-expressing cells, Fluo-8 calcium influx, agonist mode; activation, % at 8.33 µM; 0.19% of 320,000 active; in the data active = activation above about 80%; inconclusive = between about 30% and that limit; note: 0% is about no effect
Target sequence (Q8NER1 whole entry, looked up): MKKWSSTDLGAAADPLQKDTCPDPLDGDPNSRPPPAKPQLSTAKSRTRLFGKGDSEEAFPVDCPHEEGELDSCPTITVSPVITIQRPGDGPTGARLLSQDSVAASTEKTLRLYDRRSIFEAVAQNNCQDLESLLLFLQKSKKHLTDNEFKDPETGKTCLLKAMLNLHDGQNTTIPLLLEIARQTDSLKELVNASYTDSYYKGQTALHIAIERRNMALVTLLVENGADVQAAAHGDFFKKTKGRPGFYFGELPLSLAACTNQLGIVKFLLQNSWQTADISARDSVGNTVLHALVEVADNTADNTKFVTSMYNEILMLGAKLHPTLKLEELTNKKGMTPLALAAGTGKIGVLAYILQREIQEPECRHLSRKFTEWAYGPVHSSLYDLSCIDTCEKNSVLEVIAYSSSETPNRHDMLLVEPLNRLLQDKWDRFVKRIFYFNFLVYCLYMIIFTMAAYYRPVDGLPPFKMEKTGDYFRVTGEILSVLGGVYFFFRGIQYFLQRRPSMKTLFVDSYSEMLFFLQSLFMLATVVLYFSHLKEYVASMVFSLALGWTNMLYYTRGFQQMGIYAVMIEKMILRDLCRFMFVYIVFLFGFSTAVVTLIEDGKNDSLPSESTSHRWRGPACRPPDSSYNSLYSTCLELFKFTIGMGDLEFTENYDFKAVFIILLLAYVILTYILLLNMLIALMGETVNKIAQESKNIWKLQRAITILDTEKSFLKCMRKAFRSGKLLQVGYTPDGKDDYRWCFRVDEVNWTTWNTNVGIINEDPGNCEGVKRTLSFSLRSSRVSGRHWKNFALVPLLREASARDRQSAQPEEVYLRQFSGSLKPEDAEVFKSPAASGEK
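Fluo-8 calcium influx in TRPV1-expressing cells, kinetic read (ex 480/em 520 nm). Compound added and read 3 min for agonist activity, followed by capsaicin at EC20 final and 2 min further read for enhancement.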
VP16 counter: VP16 counterscreen qHTS for inhibitors of ROR gamma transcriptional activity | 3.5% of 310,000 active | Drosophila S2 Gal4-VP16 UAS-luciferase, luminescence, 20 h | AID 2546, 2010 | Potency, µM (doses to about 53.6 µM), without a hit: top-dose activity, negative = inhibition, hits mostly inhibitors;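 note: Gal4-VP16 expression switched on by copper sulfate through the metallothionein promoter; potency is the fitted concentration of half-maximal effect; % is set by controls: 0 for no effect and ±100 for the full control effect; nearly all actives have a fitted effect of over 50% in size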
p53 reactivation: qHTS assay for re-activators of p53 using a Luc reporter. Potency, µM (series often up to 92.2 µM), without a hit: at the top dose activity change, positive = activation, usual class: activators. 0.063% of 320,000 active. H1299 p53-A138V BP100-luciferase reporter, luminescence, 24 h; note: potency is the fitted concentration of half-maximal effect; % of control where 0% means no effect; nearly all actives have a fitted effect of over 45% in size
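p53-null H1299 cells stably carrying temperature-sensitive p53-A138V and a BP100-luciferase reporter were pinned with compounds (4-point, 1:5 series) and held 24 hrs at 37 deg C. Luminescence was read 10 min after detection reagent.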
FLuc modulator: qHTS profiling assay for firefly luciferase inhibitor/activator using purifed enzyme and Km concentrations of substrates (counterscreen for miR-21 project) | Luciferin 4-monooxygenase (Photinus pyralis), P08659 | purified FLuc, Km substrates, luminescence inhibition | Potency, µM (top dose mostly 57.5 µM), for the others: at the highest dose activity change, negative = inhibition, actives largely listed as inhibitors | 6.9% of 360,000 active | AID 588342, 2011;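 note: potency is the fitted concentration of half-maximal effect; plate controls were vehicle for no effect and reference inhibitor for full effect; nearly all actives have a fitted effect of over 55% in size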
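Purified P. pyralis luciferase, 10 nM final, with Km-level 10 uM D-luciferin and 10 uM ATP in 50 mM Tris acetate pH 7.5, 10 mM Mg acetate, 0.01% Tween-20, 0.05% BSA; 6-point qHTS titration about 60 µM downward; luminescence read.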
Rab9 prom act: qHTS Assay for Rab9 Promoter Activators. Huh7 Rab9 promoter-luciferase reporter, luminescence, 24 h. Potency, µM (doses to about 9.22 µM), without a hit: top-dose activation, negative = inhibition, actives largely listed as activators. AID 485297, 2010. 2.8% of 320,000 active; note: potency is the fitted concentration of half-maximal effect; % of control where 0% means no effect; nearly all actives have a fitted effect of over 60% in size
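Huh7 cells stably carrying Rab9 promoter–luciferase reporter, plated 1500 cells/well, compound added after 2 h and incubated 24 h at 37 °C; luciferase luminescence then read after 10 min with detection reagent.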
ELG1 DNA repair: qHTS screen for small molecules that inhibit ELG1-dependent DNA repair in human embryonic kidney (HEK293T) cells expressing luciferase-tagged ELG1. HEK293T ELG1-luciferase reporter, luminescence, 16 h; DNA damage induced by 5-fluorouridine. Potency, µM (highest dose often 46.1 µM), inactives show at the highest dose activity change, negative = inhibition, actives largely listed as inhibitors. 2.3% of 330,000 active; note: potency is the fitted concentration of half-maximal effect; % is set by controls: 0 for no effect and ±100 for the full control effect; nearly all actives have a fitted effect of over 55% in size
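In this reporter screen, reduction of luminescence relative to DMSO vehicle indicated activity. Compounds and 5-fluorouridine were added together to 2,000 cells per well, incubated for 16 hr at 37 °C, then developed with ONE-Glo.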
NPC1 prom act: qHTS Assay for NPC1 Promoter Activators. Huh7 NPC1 promoter luciferase reporter, 24 h. Potency, µM (top dose mostly 9.22 µM), inactives show at the top dose activation, hits mostly activators. 2.4% of 320,000 active;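 note: potency is the fitted concentration of half-maximal effect; % of control where 0% means no effect; nearly all actives have a fitted effect of over 60% in size; reporter is driven by a mutant NPC1 promoter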
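Luciferase expression driven by the NPC1 promoter was measured in stably transfected Huh7 cells after a 24 h compound incubation, using a luciferase reagent and a luminescence read.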
BRCA1 expr up: qHTS Assay to Identify Small Molecule Activators of BRCA1 Expression. 1.1% of 380,000 active. Potency, µM (top dose mostly 46.1 µM), for inactives: top-dose activation, actives largely listed as activators. MCF7-BRCA1-FFLuc reporter, luminescence, 48 h; response scale: scaled: vehicle 0%, 10 µM genistein 100%; note: potency is the fitted concentration of half-maximal effect; nearly all actives have a fitted effect of over 80% in size; some results filed as inactive show a strong effect at the top dose
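Using MCF7 cells harboring a BRCA1 firefly luciferase reporter, plated 2 h before compound pinning, the screen measured luminescence after 48 h incubation. Responses were normalized to DMSO and 10 microM genistein, then fitted for concentration-effect.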
Tb PFK block: qHTS Assay to Find Inhibitors of T. brucei phosphofructokinase. T. brucei PFK, ADP-Glo luminescence. Potency, µM (doses to about 57.5 µM), inactives show top-dose activity, negative = inhibition, hits mostly inhibitors. 0.17% of 330,000 active. AID 485367, 2010;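 note: potency is the fitted concentration of half-maximal effect; 0% = uninhibited 1x PFK enzyme wells and -100% = no-enzyme wells; nearly all actives have a fitted effect of over 60% in size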
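ADP-Glo luminescence quantified ADP after 45 min at room temperature, with 1.25 nM T. brucei PFK, 0.1 mM ATP and 0.5 mM fructose-6-phosphate in pH 8.0 TEA buffer. qHTS titrations up to 57 µM; curves classified by quality.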
RORgamma inh: qHTS for inhibitors of ROR gamma transcriptional activity | Nuclear receptor ROR-gamma (Mus musculus), P51450 | Drosophila S2 Gal4-RORgamma UAS-luciferase reporter, 20 h | Potency, µM (top dose mostly 53.6 µM), for inactives: at the highest dose activity change, negative = inhibition, usual class: inhibitors | 5.4% of 310,000 active | AID 2551, 2010; note: potency is the fitted concentration of half-maximal effect; % is set by controls: 0 for no effect and ±100 for the full control effect; nearly all actives have a fitted effect of over 60% in size
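A Gal4/UAS one-hybrid system in insect cells: metallothionein-promoter Gal4–ROR gamma fusion plus Photinus luciferase reporter. Copper sulfate 700 uM final, 20 hr ambient incubation, luminescent detection after 10 min with reagent.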
The depositor's hits bear a star; ? = inconclusive; · = not tested or not shown; [ ] = remark or other dose. Unless noted, calls come from the whole dose curve; as a rule, active = well fitted curve in the direction sought with a large enough effect; inconclusive = small, poorly fitted or top-dose-only effect, or another doubt; inactive = no such curve, though single readings can be large; an effect the other way counts as inactive or inconclusive.

SMILES	ELG1 genotoxic	TRPV1 agonist	VP16 counter	p53 reactivation	FLuc modulator	Rab9 prom act	ELG1 DNA repair	NPC1 prom act	BRCA1 expr up	Tb PFK block	RORgamma inh
COc1ccc(C(=O)CC(c2ccccc2)C2C(=O)CCCC2=O)cc1 (configuration not stated)	5%	-4	14%	-1%	-14%	3%	12%	0%	7%	0%	1%
Cc1cccc(-n2ccnc2SCC(=O)Nc2nccs2)c1C	-3%	6	10%	22%	-1%	2%	?	0%	-21%	2%	?
C=CCSc1nc2c(c(C3CC=CCC3)c1C#N)CCC2 (configuration not stated)	1%	10	-27%	-4%	1%	-8%	1%	-1%	-30%	-7%	?
O=C(NCCN1CCOCC1)c1cc([N+](=O)[O-])cc([N+](=O)[O-])c1	0%	-3	-10%	·	6%	3%	-20%	3%	-3%	-1%	-31%
CC(C)c1ccc(CCNC(=O)CCNS(=O)(=O)c2ccc(Br)cc2)cc1	1%	2	·	?	-3%	?	13%	-6%	6%	-1%	·
Cc1ccc(S(=O)(=O)N2CCC(=O)N(C(COCc3cccc(C(F)(F)F)c3)Cc3ccccc3)CC2)cc1 (configuration not stated)	-4%	14	-1%	-2%	5%	-11%	-6%	-6%	-45%	1%	3%
COC(=O)c1ccc(-n2cc(-c3ccc(OC)cc3)[nH]c2=S)cc1	11%	-1	?	8%	?	0%	-5%	-1%	54%	-7%	3.2µM*
COc1ccc(OCCNS(=O)(=O)c2cccc([N+](=O)[O-])c2)cc1	0%	9	4%	2%	-1%	-18%	10%	0%	1%	-1%	?
CC1CCCC(NCC(=O)Nc2ccc(C(N)=O)cc2)C1C (configuration not stated)	0%	8	-14%	-3%	0%	-4%	6%	-13%	-20%	-5%	-6%
COc1cc(CC(=O)Nc2ccccc2N2CCCCC2)cc(OC)c1OC	-11%	7	-2%	-5%	-3%	-3%	?	-5%	8%	-2%	19%
O=C(O)c1ccc2c3c(ncnc13)-c1ccccc1C2=O	-10%	-1	-18%	26%	-4%	18%	?	11%	-89%	-13%	?
O=C1C2C(C(=O)N1c1nccs1)C1C=CC2C12CC2 (configuration not stated)	-1%	17	-12%	-3%	1%	1%	3%	0%	0%	1%	19%
CC(Sc1nnc(Cc2ccccc2)o1)C(=O)Nc1ccccc1[N+](=O)[O-] (configuration not stated)	-1%	-4	·	?	0%	-2%	?	-1%	49%	0%	·
O=C(Nc1ccc(C(F)(F)F)cc1)c1ccccc1Br	9%	?	-4%	?	?	28%	?	22%	82%	2%	?
CCOC(=O)c1ccc2c(c1)nc(SCC(=O)c1ccco1)n2CC	6%	-1	11%	0%	2%	1%	15%	0%	0%	2%	1%
O=C(O)c1cccc(-n2nnnc2SCc2ccccn2)c1	-1%	1	-14%	3%	7%	2%	23%	-4%	-1%	0%	-14%
Cc1cc(=O)[nH]c(SCC(=O)c2ccc(C)c(C)c2)n1	0%	10	1%	?	-19%	-3%	6%	1%	1%	0%	-3%
COc1ccc(OCC(=O)Nc2cccc(NC(=O)COc3ccc(OC)cc3)n2)cc1	?	1	-5%	10%	2.1µM*	?	?	2.5µM*	-2%	1%	1%
O=S(=O)(c1ccc(OCC(O)CN2CCCC2)cc1)N1CCOCC1 (configuration not stated)	2%	-1	2%	-3%	-3%	1%	?	-1%	-7%	-4%	0%
Nc1nonc1-c1noc(-c2ccc(Br)o2)n1	4%	2	13%	19%	?	4%	?	15%	52%	-1%	22%

The final 2 records of the part above are carried over, then new ones follow:
SMILES	ELG1 genotoxic	TRPV1 agonist	VP16 counter	p53 reactivation	FLuc modulator	Rab9 prom act	ELG1 DNA repair	NPC1 prom act	BRCA1 expr up	Tb PFK block	RORgamma inh
O=S(=O)(c1ccc(OCC(O)CN2CCCC2)cc1)N1CCOCC1 (configuration not stated)	2%	-1	2%	-3%	-3%	1%	?	-1%	-7%	-4%	0%
Nc1nonc1-c1noc(-c2ccc(Br)o2)n1	4%	2	13%	19%	?	4%	?	15%	52%	-1%	22%
CC1=C(C(=O)Nc2ccc(C)cc2C)C(c2cccc(Cl)c2)n2nc(C(=O)OC(C)C)nc2N1 (configuration not stated)	8%	1	?	-10%	0%	-1%	-2%	-9%	-56%	0%	?
Cn1c(N)c(C(=O)COC(=O)/C=C/c2ccccc2)c(=O)n(C)c1=O	0%	·	·	11%	·	·	-1%	·	-6%	0%	·
CN(c1cccc(NC(=O)Nc2ccc(Cl)cc2)c1)S(C)(=O)=O	1%	19	5%	10%	2.4µM*	-1%	?	25%	1%	-10%	34%
O=C(O)CCSc1nnnn1-c1ccccc1	-1%	-2	-7%	-4%	4%	12%	0%	-1%	-28%	-2%	?
c1ccc(CSc2ccc3nnc(-c4cccnc4)n3n2)cc1	7%	1	-8%	0%	-1%	3%	0%	0%	2%	0%	-16%
CCS(=O)(=O)c1ccc2oc(SCC(=O)NCCc3ccccc3)nc2c1	-5%	-1	-10%	-2%	-1%	2%	?	0%	-9%	-7%	9%
COc1ccc(-n2cnc3cc(C(=O)NCCN4CCOCC4)ccc32)cc1	?	0	-4%	-3%	3%	-6%	16%	0%	4%	1%	7%
O=C(O)CCC(=O)NCCc1cccc(Cl)c1	-2%	-4	2%[10 µM]	1%	4%	-2%	8%	0%	0%	2%	-12%
CC(C)CN1C2CCCC1CC(NC(=O)c1ccc([N+](=O)[O-])cc1)C2 (configuration not stated)	0%	-1	1%	?	-3%	0%	15%	0%	1%	-1%	7%
C[C@@H]1CC2OC(=O)[C@@]3(C)C(=O)CC[C@@](C)(C23)[C@@]1(O)CCc1ccoc1 (some centres not stated)	-1%	-2	-8%	4%	0%	-1%	-7%	-2%	-16%	-2%	3%
Cc1ccc(C(=O)Oc2coc(CSc3nnc(NC(=O)c4cccs4)s3)cc2=O)cc1C	-3%	-1	1%	-5%	-11%	3%	15%	7%	-2%	-13%	2%
CN(C)c1cccc(C(=O)Nc2nc3ccccc3[nH]2)c1	?	5	11µM*	27%	0.6µM*	0.32µM*	?	0.45µM*	11%	5%	5µM*
C=CCOc1c(Cl)cc(CNCCCN2CCOCC2)cc1OC	0%	0	0%	7%	0%	4%	-26%	1%	-36%	1%	-17%
CN1CCN(/N=C/c2ccc(-c3ccc([N+](=O)[O-])cc3Cl)o2)CC1	6%	4	-3%	5%	?	3%	10%	0%	6%	5%	-5%
O=C(CN(c1cccc([N+](=O)[O-])c1)S(=O)(=O)c1ccccc1)NCc1ccccc1	-2%	7	?	-10%	-4%	-7%	?	-4%	-5%	0%	61%
CC1=Nn2c(nnc2-c2ccc(F)cc2)SC1	-1%	-5	5%	11%	0%	-8%	19%	-4%	0%	-2%	-10%
O=C(NCCNC(=O)c1cc(Cl)ccc1Cl)c1ccccn1	2%	-1	-5%	5%	-1%	4%	6%	2%	-7%	0%	14%
O=[N+]([O-])c1ccc(N2CCNCC2)c(S(=O)(=O)N2CCOCC2)c1	0%	0	-7%	2%	2%	2%	?	1%	18%	5%	-20%
CC1CC1C(=O)OCC(=O)NCc1ccccc1 (configuration not stated)	1%	·	·	0%	·	·	0%	·	-3%	0%	·
COc1cccc(/C=C/C(=O)OCC(=O)NCCC2=CCCCC2)c1	0%	11	6%	13%	0%	0%	7%	2%	0%	2%	-2%
COC(=O)c1c(Cl)c2n3ccccc3c(C)c(-c3ccccc3)c-2c1C(=O)OC	-8%	-6	-11%	-8%	-1%	-4%	?	-6%	-30%	0%	-4%
C=CCn1c(CSCc2ccc(C)cc2)nnc1SCC(=O)NCc1ccccc1	-1%	8	2%	1%	6%	3%	-1%	-6%	2%	3%	-29%
COc1ccc(-c2ccc3c(N)c(C(=O)c4cccc(OC)c4)sc3n2)cc1	10%	0	-5%	2%	2%	17%	?	17%	18%	8%	-3%
Cc1ccccc1N1CCN(c2ncnc3scc(-c4cccs4)c23)CC1	-12%	-2	-2%	-1%	7%	-5%	-26%	-9%	-77%	0%	-24%
